# EPAC2 ag: EPAC2 (human) agonism; Q8WZA2; EPAC2 activation, biochemical qHTS; response scale: 100% = 6.5 mM cAMP response; Potency, µM (highest dose often 154 µM), for the others: top-dose activation, actives largely listed as activators; hit rate 0.079% among 360,000; note: potency is the fitted concentration of half-maximal effect; nearly all actives have a fitted effect of over 50% in size
# Target sequence (Q8WZA2 whole entry, looked up): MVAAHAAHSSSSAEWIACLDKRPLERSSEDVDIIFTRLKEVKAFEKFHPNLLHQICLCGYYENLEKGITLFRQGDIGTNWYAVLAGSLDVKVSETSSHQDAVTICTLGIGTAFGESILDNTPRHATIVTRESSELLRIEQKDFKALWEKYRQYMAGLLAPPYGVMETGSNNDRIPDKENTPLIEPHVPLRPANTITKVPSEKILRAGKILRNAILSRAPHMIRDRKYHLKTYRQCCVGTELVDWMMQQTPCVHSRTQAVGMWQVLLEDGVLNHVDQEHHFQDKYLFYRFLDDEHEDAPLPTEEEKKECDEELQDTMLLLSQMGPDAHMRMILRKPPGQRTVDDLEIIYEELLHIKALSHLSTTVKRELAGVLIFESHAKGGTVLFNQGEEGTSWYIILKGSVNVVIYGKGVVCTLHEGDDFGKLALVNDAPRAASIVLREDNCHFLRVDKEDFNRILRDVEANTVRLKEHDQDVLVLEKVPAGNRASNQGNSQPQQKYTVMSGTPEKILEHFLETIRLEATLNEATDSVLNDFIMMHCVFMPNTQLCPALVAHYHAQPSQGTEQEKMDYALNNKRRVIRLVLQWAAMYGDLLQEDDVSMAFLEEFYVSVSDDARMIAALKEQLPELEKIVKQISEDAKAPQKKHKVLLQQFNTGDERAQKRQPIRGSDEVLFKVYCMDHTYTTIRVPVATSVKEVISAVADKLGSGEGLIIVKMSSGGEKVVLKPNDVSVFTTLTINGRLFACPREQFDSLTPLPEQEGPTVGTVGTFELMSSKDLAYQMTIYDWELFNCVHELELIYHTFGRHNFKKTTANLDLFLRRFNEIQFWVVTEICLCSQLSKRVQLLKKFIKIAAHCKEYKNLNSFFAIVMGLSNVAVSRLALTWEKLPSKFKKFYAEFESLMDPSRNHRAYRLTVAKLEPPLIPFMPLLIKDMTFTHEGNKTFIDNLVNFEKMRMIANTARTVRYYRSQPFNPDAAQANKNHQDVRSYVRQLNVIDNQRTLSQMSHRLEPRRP
#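 EPAC2 (100 nM) mixed with Rap1B loaded with BODIPY-GDP (250 nM) plus 50 uM unlabeled GDP; compounds pinned in, 5 min RT, then read every 5 min for 30 min (ex 480, em 540 nm). Normalized to cAMP control.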
# ATXN2 expr inh: inhibitors of ATXN2 expression; HEK-293 ATXN2-luciferase reporter, luminescence, 24 h; Potency, µM (highest dose often 57 µM), without a hit: top-dose activity change, negative = inhibition, usual class: inhibitors; hit rate 0.72% among 360,000; AID 1745845; note: potency is the fitted concentration of half-maximal effect; % is set by controls: 0 for no effect and ±100 for the full control effect; nearly all actives have a fitted effect of over 55% in size
#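 ATXN2-luciferase reporter cells (luciferase flanked by upstream and downstream ATXN2 gene portions) were treated 24 h at 37 °C with compounds at up to 57 uM. SteadyGlo luminescence gave expression; GF-AFC fluorescence gave viability.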
# Nrf2 activator: Nrf2 pathway activation; AREc32 ARE-luciferase reporter (MCF7-derived line), luminescence, 24 h; hit rate 0.31% among 410,000; Potency, µM (doses to about 46.1 µM), for inactives: top-dose activation, hits mostly activators; AID 624171; note: potency is the fitted concentration of half-maximal effect; % of control where 0% means no effect; nearly all actives have a fitted effect of over 65% in size
#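 ARE-driven firefly luciferase activity in AREc32 cells measured after a 24 hr compound exposure at 37 deg C, using Steady-Glo reagent and a 30 min room-temperature hold.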
# TGFb SMAD3 inh: blocks TGF-b signaling. Potency, µM (series often up to 46.1 µM), for inactives: at the highest dose activity, negative = inhibition, usual class: inhibitors. HepG2 CAGA-GFP TGF-b/SMAD3 reporter, GFP fluorescence, 18 h; TGF-beta stimulated, 500 pg/mL final. hit rate 1.2% among 410,000; note: potency is the fitted concentration of half-maximal effect; % is set by controls: 0 for no effect and ±100 for the full control effect; nearly all actives have a fitted effect of over 65% in size
#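 Read-out: total well GFP (ex488/em500-530) summed from mean per-cell fluorescence. Cells: HEPG2 CAGA-GFP, 1% FBS DMEM, 18 h at 37 degrees C with 500 pg/mL final TGF-beta. Unstimulated wells served as the full-inhibition control; stimulated DMSO wells = 0%.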
# Nrf2 block: inhibitors of Nrf2 signaling. hit rate 2.1% among 360,000. A549 ARE-Fluc reporter, luciferase luminescence, 18-24 h. Potency, µM (highest dose often 46 µM), without a hit: top-dose activity change, negative = inhibition, usual class: inhibitors. AID 504444; note: potency is the fitted concentration of half-maximal effect; % is set by controls: 0 for no effect and ±100 for the full control effect; nearly all actives have a fitted effect of over 60% in size
#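 Quantitative HTS in A549 cells stably bearing an antioxidant response element-firefly luciferase construct. Inhibition of Nrf2-driven transcription was scored by luminescence after 18-24 h of compound exposure at 37 °C.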
# HepG2 viability: counter-screen for TGF-b inhibitors: cytotoxicity in HepG2 cells; HepG2 CAGA-GFP viability, ATP luminescence, 18 h; Potency, µM (highest dose often 46.1 µM), inactives show at the highest dose activity change, negative = cytotoxicity, actives largely listed as cytotoxic; hit rate 0.76% among 410,000; AID 588856; note: potency is the fitted concentration of half-maximal effect; some results filed as inactive show a strong effect at the top dose
#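 CellTiter-Glo luminescence gave cytotoxicity after 18 hours at 37 degrees C. The cells were HepG2 CAGA-GFP in 1% FBS DMEM, stimulated with 500 pg/mL TGF-beta after compound addition. %Activity was normalised to no-cell wells (complete cell-killing) and DMSO (no toxicity), and curves were fitted and classified.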
# IL-2 act: activators of IL-2 | activation, % (series mostly up to about 46 µM) | hit rate 0.065% among 360,000 | IL-2 activation reporter assay, cell-based qHTS; stimulated with anti-CD3/CD4/CD28 beads; in transgenic mouse T cells; in the data active = activation above about 50%; inconclusive = mostly about 30% to 49%; note: 0% is about no effect
#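 Unstimulated transgenic mouse T cells; 60-min compound exposure; bead-based TCR/CD4/CD28 stimulation; 18 h culture, 37 degrees C; dual fluorescence (EGFP, DsRed) plate cytometry.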
# A549 tox: A549 cytotoxicity, counter-screen for Nrf2 inhibitors; A549 ARE-Fluc cells, CellTiter-Fluor viability, 18-24 h; Potency, µM (highest dose often 46 µM), without a hit: at the highest dose activity change, negative = cytotoxicity, most hits filed as inhibitors; hit rate 0.16% among 390,000; note: potency is the fitted concentration of half-maximal effect; % is set by controls: 0 for no effect and ±100 for the full control effect
#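 A549 ARE_Fluc cells in 5% FBS OPTI-MEM were exposed to compounds in concentration-response for 18-24 h at 37 deg C. Viability was read by CellTiter-Fluor fluorescence (Ex 405/Em 525) after 30 min, before the luciferase read.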
# ATXN viability: reduces viability in counter-screen for ATXN expression inhibitors; Potency, µM (titrated, usually from 56.7 µM), most hits filed as cytotoxic; hit rate 0.49% among 400,000; S2 cells (HEK-293 line with an ATXN2-luciferase reporter) viability, CellTiter-Fluor protease fluorescence, 24 h; AID 651635; note: potency is the fitted concentration of half-maximal effect; nearly all actives have a fitted effect of over 40% in size
# * hit, by the source's call; i = inactive; ? = inconclusive; nt = no result given; & = joins results of further samples; [ ] = another dose, or the depositor's remark. Unless noted, calls come from the whole dose curve; as a rule, active = well fitted curve in the direction sought with a large enough effect; inconclusive = small, poorly fitted or top-dose-only effect, or another doubt; inactive = no such curve, though single readings can be large; an effect the other way counts as inactive or inconclusive.
Molecule | EPAC2 ag | ATXN2 expr inh | Nrf2 activator | TGFb SMAD3 inh | Nrf2 block | HepG2 viability | IL-2 act | A549 tox | ATXN viability
O=C(Nc1cccc(C(F)(F)F)c1)c1cccc(NS(=O)(=O)c2ccc(O)c(C(=O)O)c2)c1 | -19.0% | -25.2% | -0.7% | 2.7% | 16.9% | -0.4% | -0.1 | 0.2% | i
CCOC(=O)N1CCC(N(CCN(C)C)C(=S)Nc2ccc(F)c(Cl)c2)CC1 | 13.3% | -15.0% | -0.5% | ? | -28.4% | -3.1% | -2.4 | 0.9% | i
Cc1sc2nc(COC(=O)c3cccc(S(=O)(=O)N(C)c4ccccc4)c3)[nH]c(=O)c2c1C | 11.0% | -3.5% | 0.3% | 5.5% | -13.8% | 11.2% | 1.8 | -2.0% | i
CC(C)(C)C(=O)NC1CCN(S(=O)(=O)c2ccc(C(F)(F)F)cc2)CC1 | 1.6% | -2.6% | 0.3% | 6.2% | 12.9% | 1.7% | -1.8 | 2.5% | i
COc1ccc(N2CCN(C(=O)c3cc4c(s3)-c3ccccc3OC4)CC2)cc1 | 5.3% | 4.3%&12.9% | 0.1%&0.5% | -4.7%&-0.2% | -17.2%&2.3% | -7.2%&2.8% | -0.1 | 18.7%&12.6% | i
O=C(Cc1ccccc1)NNC(=O)C1CCCC1 | 2.0% | nt | -0.4% | -2.5% | 4.4% | 5.3% | -0.3 | 2.5% | i
O=C(Nc1ccc(N2CCCCC2)c(Cl)c1)c1ccc(N2CCOCC2)c([N+](=O)[O-])c1 | 10.7% | ? | 0.9% | ? | ? | -21.4% | -0.6 | -8.3% | ?
CC1CCCC(NC(=O)CN2C(=O)NC(C)(c3ccccc3)C2=O)C1C (stereo not given) | 2.8% | 1.5% | 0.1% | 9.5% | 1.9% | -3.3% | -1.0 | -0.3% | i
CCCCC(=O)Nc1ccc(C(=O)N2CCC(C(=O)OCC)CC2)cc1 | 4.5% | nt | -0.5% | 0.7% | 6.4% | -1.5% | 1.2 | -4.1% | nt
Cc1cc(Cl)ccc1NC(=O)CN1CCC(C(O)(c2ccccc2)c2ccccc2)CC1 | -7.3% | -23.5% | 13.0% | -42.5% | ? | -27.8% | -2.9 | ? | i
CCOc1ccc(CN2CCCC(CO)(Cc3ccccc3F)C2)cc1 (stereo not given) | 6.9% | -20.1% | -0.3% | -15.7% | 1.7% | -29.0% | 0.8 | -3.6% | i
CC(=O)c1cnc(Nc2nc(C)c3ccc(C)cc3n2)nc1C | 2.7% | -5.5% | -0.1% | 10.2% | -14.4% | -10.1% | 6.5 | -10.1% | i
COc1ccc(N(CC(=O)NCCOc2ccccc2)S(=O)(=O)c2ccc(C)cc2)cc1 | 9.5% | 7.1% | 0.8% | -1.5% | -11.5% | -9.8% | 1.2 | 4.5% | i
O=C(CCNS(=O)(=O)c1ccc(Br)s1)NCc1ccccc1 | 7.3% | -6.3% | -0.1% | 2.6% | 3.8% | -7.3% | -0.7 | -4.8% | i
Clc1cnc(Nc2cccnc2)c(Cl)c1 | 6.3% | 2.6% | 0.6% | -15.2% | -0.2% | -9.4% | -1.6 | -3.0% | i
CCN(CC)S(=O)(=O)c1ccc2c(c1)c(=O)c(C(=O)N1CCN(c3cccc(C)c3)C(C)C1)cn2C (stereo not given) | nt | -6.4% | -0.9% | ? | 3.9% | -24.4% | nt | 25.5% | i
CC(=O)CCc1c(C)[nH]c2ccc(NC(C)=O)cc2c1=O | 9.7% | -7.8% | 0.4% | 19.7% | -4.2% | 16.6% | -1.0 | 0.0% | i
Cc1cn2c(=O)c(S(=O)(=O)NCCc3ccc(Cl)cc3)c(C)nc2s1 | nt | nt | -0.6% | 10.5% | 4.8% | -18.1% | nt | 11.2% | nt
Cc1ncc(S(=O)(=O)C(C)(C)C)c(N)n1 | 10.4% | -19.7% | -0.2% | 0.0% | 16.8% | -16.6% | -3.1 | 9.6% | i
CCCCc1nc2cc(C(=O)NCc3cc(C)n(C)n3)ccc2o1 | 9.4% | nt | 3.4% | 7.0% | 28.5% | 3.2% | -0.3 | 0.0% | i
COc1cc(OC)cc(C(=O)Nc2ccc(S(=O)(=O)Nc3cc(C)nc(C)n3)cc2)c1 | nt | 8.4% | 0.5% | 4.9% | -6.3% | -2.2% | nt | -4.0% | i
CN(c1nc2ccccc2nc1Cl)S(=O)(=O)c1ccccc1 | 17.7% | 50.9%[activator] | 8.7% | -13.2% | 10.3% | -2.1% | -4.3 | -3.3% | i
O=C(CSc1nc(-c2cccs2)nc2ccccc12)NC1CCS(=O)(=O)C1 (stereo not given) | 1.7% | -4.7% | -0.6% | -0.2% | -1.0% | 11.2% | -0.3 | -9.9% | i
COc1cccc(-n2c(C)c3c(OC)cccc(=O)c3c2C)c1 | 4.9% | -18.2% | 0.3% | -3.2% | 3.8% | -26.1% | -0.8 | -21.3% | i
COC(=O)C1=C(c2ccccc2)c2ccccc2S(=O)(=O)N1CC(=O)Nc1ccc(F)c(F)c1 | nt | -37.9% | 3.0% | ? | 14.3% | -31.4% | nt | -8.4% | ?
CCN(CC)C(=O)Oc1ccccc1NC(C)=O | -3.0% | 0.8% | 0.2% | -0.5% | 17.1% | -1.4% | -0.2 | -5.3% | i
OCCN(CCO)CC(O)COc1ccc(Br)cc1 (stereo not given) | 0.3%&8.7% | nt | 0.8%&0.3% | -7.5%&-19.0% | 11.2%&4.7% | -15.2%&-11.1% | -0.3&0.5 | ? | ?
COc1ccc(-c2nc(CS(=O)(=O)CC(=O)NCc3ccccc3Br)c(C)o2)cc1 | 2.6% | -22.0% | -0.1%&4.8% | -20.2% | -17.5%&-21.2% | -2.6%&-38.7% | -0.8 | -4.6%&-3.8% | i
O=C(c1ccc(Cl)nc1)c1cccs1 | 7.5% | -12.8% | ? | 17.8% | 9.7% | 19.6% | 0.5 | 3.3% | i
Cc1ccc(S(=O)(=O)Cn2cnnn2)cc1 | 12.7% | -3.1% | -0.3% | 5.1% | 8.9% | -21.5% | -1.2 | nt | i

# Retrieved one by one from the entries so far (3):
Molecule | EPAC2 ag | ATXN2 expr inh | Nrf2 activator | TGFb SMAD3 inh | Nrf2 block | HepG2 viability | IL-2 act | A549 tox | ATXN viability
OCCN(CCO)CC(O)COc1ccc(Br)cc1 (stereo not given) | 0.3%&8.7% | nt | 0.8%&0.3% | -7.5%&-19.0% | 11.2%&4.7% | -15.2%&-11.1% | -0.3&0.5 | ? | ?
CCN(CC)S(=O)(=O)c1ccc2c(c1)c(=O)c(C(=O)N1CCN(c3cccc(C)c3)C(C)C1)cn2C (stereo not given) | nt | -6.4% | -0.9% | ? | 3.9% | -24.4% | nt | 25.5% | i
CCCCc1nc2cc(C(=O)NCc3cc(C)n(C)n3)ccc2o1 | 9.4% | nt | 3.4% | 7.0% | 28.5% | 3.2% | -0.3 | 0.0% | i

# The list goes on.
Molecule | EPAC2 ag | ATXN2 expr inh | Nrf2 activator | TGFb SMAD3 inh | Nrf2 block | HepG2 viability | IL-2 act | A549 tox | ATXN viability
CCc1ccc(-c2cc(C(=O)Nc3c(C)n(C)n(-c4ccccc4)c3=O)c3ccccc3n2)s1 | 7.6% | 15.2% | 2.3% | 5.6% | -23.8% | -1.8% | -3.0 | -13.3% | i
COc1ccc(C(=O)C2CCCN(C(=O)c3noc4c3CCCC4)C2)c(C)c1 (stereo not given) | 3.5% | -22.3% | -0.1% | -17.9% | -34.9% | -8.8% | -4.0 | -0.6% | i
CCOC(=O)N1CCc2c(sc(NC(=O)CN3CCOCC3)c2C#N)C1 | 3.1% | -8.3% | -0.6% | 0.6% | -7.8% | -2.0% | 2.9 | 0.2% | i
Cc1ccccc1Cn1nnc2sc3c(c2c1=O)CCCC3 | nt | nt | 3.6% | ? | -13.4% | -39.4% | nt | -0.1% | nt
CCN(CC)P(=O)(Nc1ccccc1Br)c1ccc(N(C)C)cc1NC(=O)c1ccco1 (stereo not given) | 7.0% | -1.7% | 4.2% | 0.8% | -15.0% | -19.5% | -1.0 | -0.5% | i
CCCCN(CC)CCNS(=O)(=O)c1ccc2c(c1)oc(=O)n2C | 3.0% | nt | 1.4% | -7.8% | -15.8% | -18.1% | 13.7 | -6.1% | nt
Nc1cccc(C(=O)Nc2ccc(N)cc2Cl)c1 | -1.6% | 3.5% | -0.3% | 8.0% | -3.5% | 2.8% | -3.0 | -3.4% | i
Cc1cc(C)cc(S(=O)(=O)Cc2noc(C(=O)NCc3ccccc3)c2C(=O)NCc2ccccc2)c1 | 6.6% | 12.0% | 1.1% | 0.3% | -14.5% | -2.5% | 0.3 | -4.7% | i
Cc1ccn2c(Cc3ccccc3)c(-c3ccc(Br)cc3)nc2c1 | -6.8% | 0.0% | 4.1% | 9.0% | nt | -2.3% | -0.9 | nt | 14.1µM*
CC(C)(C)NC(=O)C(c1ccccn1)N(C(=O)c1csnn1)C1CCCC1 (stereo not given) | -1.9% | 3.2% | -0.4% | 3.2% | -5.9% | 14.6% | -2.7 | -6.0% | i
CC(C)(C)c1cc(CN2CCOCC2)c(C(=O)O)o1 | -3.2% | -2.0% | 0.0% | 8.0% | 11.0% | 6.5% | 0.0 | -3.6% | i
CCC(C)NS(=O)(=O)c1ccc(NC(=O)C(Sc2ccccc2)c2ccccc2)cc1 (stereo not given) | 0.7% | ? | 2.4% | 12.6µM* | ? | -25.2% | -0.9 | ? | ?
CCc1ccccc1NC(=O)c1cc(S(=O)(=O)NCCc2ccc(OC)c(OC)c2)ccc1F | nt | -25.4% | 6.2% | ? | nt | -0.1% | nt | 7.5% | ?
Cc1ccccc1C(=O)/C=C1/SCC(=O)N1C | 3.4% | -6.6% | 1.1% | 48.1%[activator] | -3.3% | -1.2% | 1.2 | -2.3% | i

# Screening data deposited in PubChem BioAssay by National Center for Advancing Translational Sciences (NCATS).
